Source: PubChem BioAssay
LYP inhibition: LYP phosphatase inhibitors, primary screen, biochemical, DiFMUP fluorescence, recombinant catalytic domain, 10 µM (AID 606); Tyrosine-protein phosphatase non-receptor type 22 (Homo sapiens); recombinant LYP catalytic domain, DiFMUP fluorescence; higher % means a stronger effect; inhibition, % at 10 µM, or IC50 in µM where a hit was titrated; 52,000 tested, under 10 active;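 active means IC50 under 40 µM in the dose-response test; inactive means IC50 of 40 µM or more, or never dose-tested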
Alkaline phosphatase: human TNAP enzyme inhibitors, biochemical, luminescent (AID 518); Alkaline phosphatase, tissue-nonspecific isozyme (Homo sapiens); purified TNAP enzyme, luminescent substrate readout; higher % means a stronger effect; inhibition, % at 20 µM; hits with a dose series show IC50 in µM; actives 0.09% (n = 64,000); in the data active means a potency from the dose series; inactive means the rest, 99 in 100 with inhibition below about 22%;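 further: plate controls were vehicle for no effect and reference inhibitor for full effect; many of its hits are not listed in these tables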
HPDE-C7K KRASV12: cytotoxicity in KRAS-transformed pancreatic duct cells, primary screen, cell-based, fluorescence, HTS (AID 431); one-dose cytotoxicity, % at 10 µM; EC50 in µM for titrated hits; actives 1.7% (n = 63,000); HPDE-C7K KRASV12 cells, Alamar Blue viability, 48 h; higher % means a stronger effect;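 active means compounds whose percent cytotoxicity in the single-dose primary screen, scaled between solvent and toxic-drug controls, exceeds 50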;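 further: 0% = DMSO solvent wells and 100% = doxorubicin-treated wells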
Spn DPM-DC inh: S. pneumoniae DPM-DC inhibitors, primary screen, biochemical, PK/LDH-coupled NADH fluorescence | diphosphomevalonate decarboxylase (Streptococcus pneumoniae D39) | purified DPM-DC | calls only at 10 µM | actives 0.49% (n = 65,000);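 active means the 320 compounds with the highest percent inhibition in the single-dose primary screen, excluding strongly autofluorescent ones, cut at about 32% in these data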;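 further: kinetic rate of NADH fluorescence loss reporting ADP formed by the decarboxylase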
HPDE-C7 viability: cytotoxicity in HPDE-C7 cells, cell-based, fluorescence, HTS (AID 430); cytotoxicity, % at 10 µM, or EC50 in µM where a hit was titrated; actives 1.8% (n = 63,000); HPDE-C7 pancreatic duct cells viability, fluorescence; higher % means a stronger effect;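 further: cells exposed to compound for 48 hours before viability readout; 0% = vehicle and 100% = reference cytotoxic drug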
Bfl-1 displacement: Bfl-1 inhibitors, primary screen, biochemical, fluorescence polarization, FITC-Bid, mouse (AID 432); one-dose displacement, % at 20 µM; IC50 in µM for titrated hits; actives 0.02% (n = 64,000); Bcl-2-related protein A1 (Mus musculus); FITC-Bid BH3 peptide fluorescence polarization displacement; higher % means a stronger effect; in the data active means a potency from the dose series; inactive means the rest, 99 in 100 with displacement below about 15%; further: strong numbers were not always called active
Spn MK inh: S. pneumoniae MK inhibitors, primary screen, biochemical, PK/LDH-coupled NADH absorbance. mevalonate kinase [Streptococcus pneumoniae D39]. inhibition, % at 10 µM. actives 0.48% (n = 65,000). purified MK, PK/LDH-coupled NADH absorbance 340 nm. AID 555, 2006;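 active means ranked among the strongest by inhibition in the single 10 µM screen, a fixed top-ranked set picked for dose follow-up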; further: no value below 0 was filed
PMK inhibit: S. pneumoniae PMK inhibitors, primary screen, biochemical, mevalonate pathway, pilot trial included; purified PMK, PK/LDH-coupled NADH absorbance 340 nm; inhibition, % at 10 µM; actives 0.49% (n = 65,000);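 active means top-ranked compounds by inhibition in the single 10 µM screen, taking a fixed number of the strongest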;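 further: 0% = full reaction with DMSO carrier and 100% = background rate without enzyme reaction; no value below 0 was filed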
HT1080 cytotoxicity: cytotoxicity in HT1080 fibrosarcoma cells, cell-based, fluorescence readout (AID 620). one-dose cytotoxicity, % at 10 µM; EC50 in µM for titrated hits. HT1080 viability, fluorescence; higher % means a stronger effect. actives 0.42% (n = 87,000);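 further: cells exposed to compound overnight then 4 h with Alamar Blue; 0% = vehicle DMSO and 100% = killing control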
PMK inhibit pilot replicates: also measured in PMK inhibit; calls as there; inhibition, %; measured here: pilot screen replicates
Spn MK inh pilot replicates: recorded beside Spn MK inh, whose call it bears; inhibition, %; measured here: pilot screen replicates
Spn DPM-DC inh pilot screen %: also measured in Spn DPM-DC inh; calls as there; inhibition, %; measured here: pilot screen trials
An asterisk follows results filed as active; i = inactive; . = not tested or not shown. Unless noted, no stated cut-off is given here; in the data, active means cytotoxicity above about 50%; inactive means the rest.

SMILES	LYP inhibition	Alkaline phosphatase	HPDE-C7K KRASV12	Spn DPM-DC inh	HPDE-C7 viability	Bfl-1 displacement	Spn MK inh	PMK inhibit	HT1080 cytotoxicity	others
CCC(=O)N1CCc2cc(S(=O)(=O)N(CC)c3cccc(C)c3)ccc21	6%	2%	2%	i	0%	2%	10	13	.
O/N=C1\CCCCc2ccccc21	6%	8%	1%	i	5%	-6%	0	10	-1%
COc1ccc(Br)cc1C(=O)Nc1cccc(NC(=O)c2ccco2)c1	6%	9%	0%	i	43%	-5%	4	3	3%
O=C(Nc1ccccc1)N(Cc1ccc2c(c1)OCO2)Cc1nc2ccccc2c(=O)[nH]1	.	13%	-10%	i	-11%	2%	2	9	-7%
Cc1ccc(-c2nc3s/c(=C\c4ccco4)c(=O)n3n2)cc1	4%	11%	-2%	i	2%	-4%	0	14	0%
Cn1c(NCCN2CCCCC2)cc(=O)n(C)c1=O	3%	6%	8%	i	-4%	4%	1	6	-8%
CNc1nc(N)c(C(=O)C(C)(C)C)s1	.	7%	0%	i	-8%	0%	3	0	3%
Cc1nnc(SCc2nnc(-c3ccccc3)o2)n(N)c1=O	-11%	4%	-9%	i	2%	-10%	2	12	4%
Fc1ccc(Br)cc1C1C=C(c2cccnc2)Nc2ncnn21 (stereo unspecified)	14%	5%	11%	i	16%	-1%	9	0	2%
CN1C(=O)c2oc3ccccc3c(=O)c2C1c1ccccn1 (stereo unspecified)	.	12%	-8%	i	-5%	5%	5	5	-5%	PMK inhibit pilot replicates=0.0;Spn MK inh pilot replicates=0.0;Spn DPM-DC inh pilot screen %=0.0
Clc1ccc(CN2C3=NCCCN3c3ccccc32)cc1	4%	-12%	.	i	.	-6%	4	18	1%
COc1ccc(C(=O)N2CCN(C(=O)CC(C)C)CC2)cc1OC	.	9%	-1%	i	3%	-7%	5	6	-2%
CCOC(=O)c1c(C)n(CC(COC(C)=O)OC(C)=O)c2ccc(OC(C)=O)cc12 (stereo unspecified)	.	14%	-4%	i	-19%	2%	12	5	-7%
CCC(C)NC(=O)c1c(N)n(/N=C/c2cccnc2)c2nc3ccccc3nc12 (stereo unspecified)	13%	3%	52%*	.	41%	0%	0	5	26%
CCn1c(Cn2nnc(-c3ccccc3)n2)nnc1SCC(=O)Nc1ccccc1	11%	9%	.	i	.	3%	7	5	9%
Cc1noc(C)c1CSc1nc2ccccc2[nH]1	.	.	.	i	.	.	3	1	5%
COc1ccc(C(C#N)N2CCCCCC2)cc1OC (stereo unspecified)	.	8%	13%	i	2%	-10%	0	15	6%
COc1ccc(N2CC(C)Cn3c2nc2c3c(=O)n(CCN3CCOCC3)c(=O)n2C)cc1 (stereo unspecified)	-5%	10%	4%	i	-6%	0%	13	10	0%
O=S(=O)(NCc1csc(-c2cccnc2)n1)c1ccc2c(c1)OCCO2	1%	-13%	0%	i	-4%	-8%	5	7	18%
COc1ccc(-c2ccc(-c3noc(-c4cccs4)n3)c(OC)n2)cc1	12%	16%	10%	.	-6%	-37%	6	1	-8%	PMK inhibit pilot replicates=1.0;Spn MK inh pilot replicates=0.0
O=C(Cn1c(=O)[nH]c2ccsc2c1=O)NC1CCCCCC1	7%	13%	8%	i	-4%	-3%	6	15	7%	PMK inhibit pilot replicates=6.0;Spn MK inh pilot replicates=0.0;Spn DPM-DC inh pilot screen %=0.0
CC(C)n1c(C(O)c2ccccc2)nc2ccccc21 (stereo unspecified)	2%	-4%	3%	i	-10%	-2%	0	0	-1%
COc1ccc2c(c1)c(C(=O)CNc1nc(C)cs1)c(C)n2C	12%	19%	17%	i	11%	0%	0	27*	.
CCCOC(=O)NC1C(NC(=O)OCCC)N(C)C(=O)N1C (stereo unspecified)	11%	2%	-7%	i	-3%	-4%	10	11	3%

Overlap with the part before: 6 compounds, then new ones.
SMILES	LYP inhibition	Alkaline phosphatase	HPDE-C7K KRASV12	Spn DPM-DC inh	HPDE-C7 viability	Bfl-1 displacement	Spn MK inh	PMK inhibit	HT1080 cytotoxicity	others
O=S(=O)(NCc1csc(-c2cccnc2)n1)c1ccc2c(c1)OCCO2	1%	-13%	0%	i	-4%	-8%	5	7	18%
COc1ccc(-c2ccc(-c3noc(-c4cccs4)n3)c(OC)n2)cc1	12%	16%	10%	.	-6%	-37%	6	1	-8%	PMK inhibit pilot replicates=1.0;Spn MK inh pilot replicates=0.0
O=C(Cn1c(=O)[nH]c2ccsc2c1=O)NC1CCCCCC1	7%	13%	8%	i	-4%	-3%	6	15	7%	PMK inhibit pilot replicates=6.0;Spn MK inh pilot replicates=0.0;Spn DPM-DC inh pilot screen %=0.0
CC(C)n1c(C(O)c2ccccc2)nc2ccccc21 (stereo unspecified)	2%	-4%	3%	i	-10%	-2%	0	0	-1%
COc1ccc2c(c1)c(C(=O)CNc1nc(C)cs1)c(C)n2C	12%	19%	17%	i	11%	0%	0	27*	.
CCCOC(=O)NC1C(NC(=O)OCCC)N(C)C(=O)N1C (stereo unspecified)	11%	2%	-7%	i	-3%	-4%	10	11	3%
CCn1c(C(=O)NC(C)c2ccc3c(c2)OCCO3)cc2sccc21 (stereo unspecified)	-2%	4%	3%	i	0%	4%	7	14	4%
Cc1noc(C)c1CSc1ccc2ccccc2n1	-8%	-1%	6%	i	1%	-6%	7	7	-4%
CCc1nnc(NC(=O)CCC(=O)NC2CCCCC2)s1	1%	12%	-2%	i	1%	-7%	9	4	-1%
O=C(c1ccc(Nc2cccc(C(F)(F)F)c2)nc1)N1CCCC1	20%	12%	37%	i	30%	-2%	5	17	-1%
Cc1ccc(CNS(=O)(=O)c2ccc3oc(C(=O)O)c(C)c3c2)cc1	14%	11%	2%	i	-20%	-2%	0	17	22%
Cc1cc(C)c2c(n1)nn1c(N3CCOCC3)cc(C)nc21	9%	7%	25%	.	-7%	26%	9	7	3%	PMK inhibit pilot replicates=3.0;Spn MK inh pilot replicates=0.0
COc1cccc(-n2cc3c(c2-c2ccccc2)c(=O)n(C)c(=O)n3C)c1	.	10%	12%	i	0%	-8%	9	9	-18%
C=CCSc1nnc(NC(=O)c2cccc(S(=O)(=O)N3CCOCC3)c2)s1	14%	6%	-4%	i	-4%	2%	6	9	9%
Cc1cccc(NC(=O)c2cc(NC(=O)C3CCCCC3C(=O)O)ccc2Cl)n1 (stereo unspecified)	1%	10%	-3%	i	8%	7%	8	2	0%
COc1ccc(C(=O)Cn2c(N3CCOCC3)nc3ccccc32)cc1OC	-5%	2%	4%	i	-1%	-7%	9	8	-4%
COCC(=O)Nc1ccccc1C(=O)Nc1ccc(OC)cc1	-1%	9%	-7%	i	-12%	3%	8	0	4%
C=CCNC(=O)C(C#N)c1nc2ccccc2nc1N1CCN(Cc2ccccc2)CC1 (stereo unspecified)	.	7%	-2%	i	-2%	6%	7	0	-6%
O=C(CCSc1nc(-c2ccco2)cc(C(F)(F)F)n1)NCC1CCCO1 (stereo unspecified)	5%	12%	3%	i	3%	-4%	10	5	0%
Cc1cc(=O)oc(C)c1C(=O)O	-10%	9%	-6%	i	-8%	4%	0	16	18%	PMK inhibit pilot replicates=5.0;Spn MK inh pilot replicates=0.0;Spn DPM-DC inh pilot screen %=0.5
Cn1c(C(=O)N2CCN(c3ccc(Cl)cc3)CC2)cc2c(=O)[nH]c3ccccc3c21	11%	2%	12%	i	13%	4%	8	9	6%
O=C(Nc1nc(-c2cc3ccccc3oc2=O)cs1)c1ccco1	10%	8%	27%	.	85%*	1%	0	0	-4%
CN(C)S(=O)(=O)Nc1ccc(C(=O)O)cc1	9%	9%	-14%	i	-4%	2%	8	9	-2%
CCc1nc(N2CCCC2)c(C#N)c2c1CCCC2	4%	9%	-11%	i	-1%	5%	0	12	16%
Cc1ccccc1NS(=O)(=O)c1ccc(OCC(=O)N2CCCC2)cc1	-1%	4%	-25%	i	-14%	0%	11	0	8%
Cc1c(NC(=O)CCC2CCCCC2)c(=O)n(-c2ccccc2)n1C	.	5%	-5%	i	-18%	-10%	6	0	2%
COc1ccc(C(=O)Nc2ccc(C)cn2)c(OC)c1	-10%	20%	23%	i	23%	0%	21	4	14%	PMK inhibit pilot replicates=3.0;Spn MK inh pilot replicates=3.0;Spn DPM-DC inh pilot screen %=4.0
COc1ccc(C(=O)NCc2nnc(SCC(=O)NCc3ccc(F)cc3)o2)cc1	10%	10%	-4%	i	-2%	-2%	0	17	.

Compounds above that contain two or more sulfur atoms:
SMILES	LYP inhibition	Alkaline phosphatase	HPDE-C7K KRASV12	Spn DPM-DC inh	HPDE-C7 viability	Bfl-1 displacement	Spn MK inh	PMK inhibit	HT1080 cytotoxicity	others
O=S(=O)(NCc1csc(-c2cccnc2)n1)c1ccc2c(c1)OCCO2	1%	-13%	0%	i	-4%	-8%	5	7	18%
C=CCSc1nnc(NC(=O)c2cccc(S(=O)(=O)N3CCOCC3)c2)s1	14%	6%	-4%	i	-4%	2%	6	9	9%
